Screening data as filed in PubChem.
DRD3 agonist – D3 dopamine receptor (human) agonism | 410,000 tested, 0.58% active | AID 652048 | max activation, % | D3R DiscoveRx beta-arrestin cells, luminescence, 90 min; in the data active = max activation above about 30%; also: 0% is about no effect; mostly tested at two doses, the higher about 12 µM
Target sequence (P35462 whole entry, looked up): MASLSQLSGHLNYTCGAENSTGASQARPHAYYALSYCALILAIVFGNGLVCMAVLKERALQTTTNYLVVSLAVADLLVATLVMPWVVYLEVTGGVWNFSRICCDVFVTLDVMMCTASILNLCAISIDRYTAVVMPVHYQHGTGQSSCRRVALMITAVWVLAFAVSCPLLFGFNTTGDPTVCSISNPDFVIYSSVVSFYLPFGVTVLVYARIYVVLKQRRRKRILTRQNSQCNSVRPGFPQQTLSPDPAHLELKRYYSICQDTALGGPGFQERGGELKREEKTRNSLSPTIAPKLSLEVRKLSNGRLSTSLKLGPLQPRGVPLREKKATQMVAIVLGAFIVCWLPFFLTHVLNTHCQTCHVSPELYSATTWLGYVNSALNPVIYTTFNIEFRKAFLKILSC
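Cells at 1500/well, incubated overnight, then treated with pinned compounds (dopamine as control) for 90 min at 37 degrees C. DiscoveRx reagent added for 30 - 60 minutes at room temperature; luminescence read.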
EPAC2 ag – agonists of human EPAC2 (RAPGEF4). Q8WZA2. EPAC2 activation, biochemical qHTS; response scale: 100% = 6.5 mM cAMP response. Potency, µM (titrated, usually from 154 µM), without a hit: at the highest dose activation, usual class: activators. 360,000 tested, 0.079% active. AID 720711; also: potency is read from the fitted curve at half-maximal effect; nearly all actives have a fitted effect of over 50% in size
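Fluorescence exchange assay: 100 nM EPAC2 with 250 nM RAP1B-BODIPY-GDP and 50 uM GDP; compounds tested as a concentration-titration series (qHTS). Loss of Rap1-bound BODIPY-GDP fluorescence read at 480/540 nm; data normalized to 6.5 mM cAMP.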
FUS suppressor – FUS proteinopathy suppression in yeast; Potency, µM (titrated, usually from 76.6 µM), inactives show at the highest dose growth rescue (activation), hits mostly activators; AID 1347120; S. cerevisiae FUS-expressing, growth rescue, OD600, 24 h; 390,000 tested, 0.24% active;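 also: potency is read from the fitted curve at half-maximal effect; plate controls were DMSO vehicle for no effect and reference control for full effect; nearly all actives have a fitted effect of over 55% in size; some results filed as inactive show a strong effect at the top dose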
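Compound concentration series was pinned onto galactose-induced FUS-expressing yeast seeded at OD 0.005. Plates sat 24hr at 30C; absorbance at 600 nm gave growth. DMSO served as background control.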
Abeta rescue – compounds reversing amyloid beta toxicity in yeast | yeast expressing A-beta42, growth rescue, OD600, 48 h; response scale: 0% DMSO, 100% iron-clioquinol control | Potency, µM (series often up to 46.1 µM), for the others: at the highest dose growth rescue, usual class: activators | 410,000 tested, 0.063% active | AID 1347071; also: potency is read from the fitted curve at half-maximal effect; nearly all actives have a fitted effect of over 55% in size
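Growth rescue measured by 600 nm absorbance after 48 h yeast culture at 30 C with compound. Values normalized between DMSO and an equimolar ferric chloride plus clioquinol control.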
EPAC2 antagonist – EPAC2 (human) antagonism. Potency, µM (highest dose often 114 µM), for the others: at the top dose activity, negative = inhibition, usual class: inhibitors. EPAC2 GEF exchange of Rap1B-BODIPY-GDP, fluorescence. Q8WZA2. 360,000 tested, 0.18% active; also: potency is read from the fitted curve at half-maximal effect; % is scaled to controls: 0 for no effect and ±100 for the full control effect; nearly all actives have a fitted effect of over 45% in size; many of its hits are not listed in these tables
D3 antag – D3 dopamine receptor (human) antagonism; P35462; D3R cells, DiscoveRx beta-arrestin luminescence, antagonist mode; active compounds read low; max response, negative = inhibition, %; 360,000 tested, 2.5% active; in the data active = max response below about -50%; inconclusive = no clear call, values can overlap the other calls; also: % is scaled to controls: 0 for no effect and ±100 for the full control effect; mostly tested at two doses, the higher about 12 µM
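Cells plated overnight at 1500 cells/well, then exposed to library compounds with dopamine controls for 90 minutes at 37 degrees C. DiscoveRx reagent added for 30–60 minutes at room temperature; luminescence read, quantitative HTS format.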
TDP43 rescue – rescues yeast growth from TDP-43 toxicity. TDP-43 expressing yeast growth rescue, BacTiter-Glo, 24 h. Potency, µM (series often up to 46.1 µM), for the others: at the highest dose growth rescue (activation), most hits filed as activators. 410,000 tested, 1.8% active; also: potency is read from the fitted curve at half-maximal effect; % of control where 0% means no effect; nearly all actives have a fitted effect of over 50% in size
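Yeast expressing TDP-43 (pregrown in raffinose, seeded at OD600=0.02 in galactose medium) exposed to compounds 24 hr at 30 deg C. Growth read by BacTiter-Glo luminescence; rescue of toxicity appears as increased signal.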
aSyn rescue – rescues yeast growth from alpha-synuclein toxicity. Yeast expressing alpha-synuclein, growth rescue, BacTiter-Glo, 24 h. Potency, µM (doses to about 46.1 µM), inactives show at the highest dose growth rescue (activation), most hits filed as activators. 370,000 tested, 0.14% active. AID 652106; also: potency is read from the fitted curve at half-maximal effect; % of control where 0% means no effect; nearly all actives have a fitted effect of over 65% in size
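Readout is rescue of growth in alpha-synuclein-expressing yeast, so inhibitors of toxicity appear as activators. Growth after 24 hr at 30 deg C in galactose medium is quantified by luminescence.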
Numbers without * were called inactive; ? = inconclusive; · = not tested or not shown. Unless noted, calls follow the shape of the dose curve; as a rule, active = well fitted curve in the direction sought with a large enough effect; inconclusive = small, poorly fitted or top-dose-only effect, or another doubt; inactive = no such curve, though single readings can be large; an effect the other way counts as inactive or inconclusive. These rows are one share of the data. The share of hits here may be higher or lower than overall.

Compound	DRD3 agonist	EPAC2 ag	FUS suppressor	Abeta rescue	EPAC2 antagonist	D3 antag	TDP43 rescue	aSyn rescue
O=C(NCc1cccc(Br)c1)c1ccc(NC(=O)N2CCCCc3ccccc32)cc1	-3.7	·	7.3%	-6.4%	·	·	7.4%	·
Cn1c(/N=C/c2c[nH]c3ccccc23)nc2ccccc21	-5.4	-3.3%	-10.6%	-21.5%	1.9%	5.2	4.1%	0.4%
CCOCc1c(C(=O)Nc2ccc(OC)nc2)oc2ccccc12	6.7	21.7%	14.6%	4.4%	-5.7%	1.0	11.2%	-1.6%
CCOC(=O)Nc1sc(=S)n(C)c1C	0.0	3.8%	20.5%	2.0%	6.9%	5.8	-2.0%	-4.9%
O=C(Nc1ccc(Cl)cc1F)C1CC1c1ccccc1 (stereo unspecified)	-6.6	7.9%	4.4%	5.0%	10.2%	-24.6	26.4%	-23.1%
CCc1nnc(NC(=O)c2cccc(S(=O)(=O)N(C)c3ccc(OC)cc3)c2)s1	4.1	1.6%	18.7%	-11.2%	-7.3%	6.4	25.7%	-2.5%
CC(C)(C)S(=O)N1Cc2cn(Cc3ccccc3)c(=O)cc2[C@H]1CCO (stereo partly specified)	8.2	5.0%	-2.2%	-9.1%	16.5%	-0.5	17.6%	3.7%
O=C(CN1CCC(n2nnc3cc(F)ccc32)CC1)NNC(=O)c1ccccc1	-25.1	8.0%	4.8%	-1.7%	-0.6%	?	-8.2%	-4.4%
Cc1ccc(-c2csc(=S)n2CC(=O)OCC(=O)NCc2ccco2)cc1	-0.9	9.1%	22.4%	-6.5%	-0.5%	40.4	-17.1%	-4.3%
CC1CCCCC1NC(=O)c1cccc(N2C(=O)C3C4C=CC(C4)C3C2=O)c1 (stereo unspecified)	2.7	1.9%	10.0%	7.6%	-0.9%	18.4	2.7%	-0.3%
O=S(=O)(c1ccccc1)c1nc(-c2ccco2)oc1NCc1ccccc1	-6.8	13.2%	23.0%	5.3%	-1.6%	17.8	-28.6%	13.4%
COc1cc(/C=C2\SC(=O)N(CCN)C2=O)ccc1OS(=O)(=O)c1cc(C)ccc1C	2.5	9.3%	?	-7.9%	-6.2%	-4.8	5.0%	-13.7%
Cc1ccc(S(=O)(=O)N2C[C@]3(O)C[C@@H]4C(=O)N(c5ccccc5)C(=O)[C@@H]4C[C@]3(OC(=O)Nc3cccs3)C2)cc1	3.6	12.2%	?	7.6%	-2.0%	22.6	0.0%	0.3%
CC(=O)Nc1ncc(Cc2cc(Cl)ccc2Cl)s1	0.5	0.4%	-24.5%	1.2%	-3.4%	-0.3	15.0%	-12.9%
CC(O)(c1ccccc1)C(c1ccccc1)C1CCCCN1 (stereo unspecified)	7.1	2.1%	-25.9%	10.3%	11.1%	0.2	-12.5%	9.3%

Quoted from the results shown, two compounds:
Compound	DRD3 agonist	EPAC2 ag	FUS suppressor	Abeta rescue	EPAC2 antagonist	D3 antag	TDP43 rescue	aSyn rescue
Cc1ccc(S(=O)(=O)N2C[C@]3(O)C[C@@H]4C(=O)N(c5ccccc5)C(=O)[C@@H]4C[C@]3(OC(=O)Nc3cccs3)C2)cc1	3.6	12.2%	?	7.6%	-2.0%	22.6	0.0%	0.3%
CC(=O)Nc1ncc(Cc2cc(Cl)ccc2Cl)s1	0.5	0.4%	-24.5%	1.2%	-3.4%	-0.3	15.0%	-12.9%

(cont.)
Compound	DRD3 agonist	EPAC2 ag	FUS suppressor	Abeta rescue	EPAC2 antagonist	D3 antag	TDP43 rescue	aSyn rescue
COc1ccc(CCNC(=O)C(=O)Nc2ccc3c(c2)OCO3)cc1OC	3.2	7.5%	3.4%	0.5%	5.3%	10.8	27.2%	-0.7%
CC(C)(C)OC(=O)N1CCC(c2c(C(=O)Nc3ccc4c(c3)OCO4)cnn2-c2ccccc2)CC1	-1.5	·	?	-21.1%	·	·	25.9%	-1.7%
C/C(=N/NS(=O)(=O)c1ccc(Br)cc1)c1ccc(NC(=O)c2ccc(C)o2)cc1	1.1	1.8%	0.7%	-9.4%	-16.0%	-3.7	4.1%	12.3%
N#Cc1c(NC(=O)Cn2nc(C(F)(F)F)c3c2CCCC3)sc2c1CCC2	2.6	-10.1%	6.9%	-16.1%	1.6%	-19.1	?	-22.7%
CC(=O)c1c(O)cc(=O)n(-c2ccccc2)c1-c1ccc(C)cc1	-0.9	10.0%	16.0%	5.2%	-2.5%	-23.6	-12.7%	-2.6%
O=S(=O)(c1cccc(F)c1)N1CCN(C(=S)NCC2CCCO2)CC1 (stereo unspecified)	-0.1	4.2%	·	-8.2%	0.0%	-16.1	17.3%	0.3%
CCCCNC(=S)NNC(=O)c1csc(CC)c1	8.4	2.3%	-2.8%	17.8%	12.3%	-4.4	?	1.3%
c1ccc(-c2noc(CN3CCc4sccc4C3)n2)cc1	1.6	-1.0%	10.0%	3.5%	-6.0%	6.1	4.7%	3.1%
COc1ccc(OCCCC(=O)Nc2nc(-c3ccccn3)cs2)cc1	6.6	-4.8%	19.3%	?	-1.9%	7.2	11.2µM*	1.6%
CCc1ccc(-n2c(=O)c3c4c(sc3n(Cc3ccc(C)cc3)c2=O)CCC4)cc1	-11.9	·	-27.6%	-13.2%	·	·	-18.6%	·
CCn1nc(C(=O)NNC(=O)COc2ccccc2C)c2ccccc2c1=O	2.1	7.7%	1.2%	-1.7%	4.9%	13.3	3.5%	11.0%
CN(C)CCCn1cnc2c(c1=N)C(c1ccccc1)c1ccc3ccccc3c1O2 (stereo unspecified)	2.8	6.6%	21.3%	-11.7%	6.2%	-24.5	-15.9%	-0.6%
Cc1cc(=O)oc2cc(OCC(=O)N3CCC(O)CC3)c(Cl)cc12	-8.7	0.9%	0.7%	-7.6%	-4.8%	-2.8	0.7%	10.1%
O=C(COC(=O)CNC(=O)c1ccc(Br)cc1)Nc1nnc(-c2ccccc2)o1	3.9	-2.5%	13.0%	8.2%	-21.5%	26.7	18.9%	8.6%
Cn1cc(Cl)c(C(=O)N/N=C/c2ccc(OS(=O)(=O)c3ccccc3)cc2)n1	5.7	5.3%	33.9%	9.8%	-4.0%	-20.4	-2.7%	-4.1%

(more compounds)
Compound	DRD3 agonist	EPAC2 ag	FUS suppressor	Abeta rescue	EPAC2 antagonist	D3 antag	TDP43 rescue	aSyn rescue
CC(C)(C)c1ccccc1NC(=O)c1cccnc1	7.5	9.1%	8.4%	14.8%	8.5%	-28.1	-22.8%	-4.2%
O=C(NCc1ccccc1)C(CCc1ccccc1)n1c(=O)c(-c2cc3ccccc3[nH]2)nc2ccccc21 (stereo unspecified)	8.5	3.9%	36.2%	11.0%	?	20.9	?	?
O=C(CN(C(=O)CCC(=O)Nc1ccccn1)C1CCCC1)NCc1ccccc1	6.1	5.5%	-10.6%	-13.0%	10.8%	0.1	-21.3%	0.8%
COc1ccccc1NC(=O)c1cc2c(n(-c3ccc(C)cc3)c1=O)CC(C)(C)CC2=O	-5.8	·	-16.2%	3.0%	·	·	18.4%	·
Cc1c(CCOC(=O)C23CC4CC(CC(C)(C4)C2)C3)sc[n+]1CC(=O)c1ccccc1	-14.4	3.5%	11.3%	-15.4%	-8.7%	9.7	?	2.5%
COc1ccc(NC(=O)COC(=O)CNS(=O)(=O)c2ccc(F)c(F)c2F)cc1OC	2.6	7.8%	19.9%	-4.5%	3.2%	-1.0	-7.7%	0.6%
CCOC(=O)C1=C(C)NC(=O)NC1c1ccccc1OCc1c(F)cccc1Cl (stereo unspecified)	3.9	1.0%	12.2%	16.5%	-6.6%	3.2	-8.1%	6.5%
Cc1nc2cc(Cl)c(Cl)cc2n1-c1ccccn1	8.8	0.5%	-30.3%	0.5%	-17.3%	-9.4	12.6µM*	-3.4%
O=C(NCC1CCCN1S(=O)(=O)c1cccs1)c1ccccc1F (stereo unspecified)	5.2	-0.6%	19.0%	-15.2%	6.1%	4.8	16.4%	0.3%
CCC(C)NC(=O)CS(=O)Cc1nc(-c2cccc(C)c2)oc1C (stereo unspecified)	2.5	5.0%	-2.9%	4.0%	-8.9%	9.3	19.1%	1.5%
COC(=O)C[n+]1cccc2ccccc21	-7.3	15.6%	23.8%	-13.2%	4.0%	-25.9	-10.9%	-0.4%
COc1cc(/C=N/Nc2ccc(C(F)(F)F)cn2)ccc1O	0.8	-0.1%	-16.2%	4.5%	7.1%	32.2	?	-21.2%
Cc1ccc(OCCC(=O)OCC(=O)C(C)(C)C)cc1	5.6	9.4%	13.8%	2.6%	20.0%	0.0	5.2%	13.3%
O=C(CSc1nc2cc(C(=O)NC3CCCC3)ccc2c(=O)n1CC1CCCO1)c1cccc(Cl)c1 (stereo unspecified)	0.8	·	33.3%	-6.7%	·	·	-3.3%	·
COc1cccc(NC(=O)C2(C)CCCN(C(C)C)C2)c1 (stereo unspecified)	8.2	-2.0%	-9.5%	-6.5%	11.1%	3.7	7.8%	0.6%

Carrying on.
Compound	DRD3 agonist	EPAC2 ag	FUS suppressor	Abeta rescue	EPAC2 antagonist	D3 antag	TDP43 rescue	aSyn rescue
COc1cc(NC(=O)c2ccc(OCc3c(C)noc3C)c(OC)c2)cc(OC)c1	-16.9	-0.8%	34.8%	11.5%	-3.2%	1.2	?	8.3%
O=C(Nc1ccc2nc(-c3ccc(Br)o3)[nH]c2c1)c1cccs1	-2.7	9.0%	·	4.9%	-1.7%	-8.2	-11.4%	-3.8%
COc1ccc(/C(N)=N/OC(=O)CSc2ccc(C)cc2)cc1OC	6.8	10.1%	40.7%	5.0%	3.7%	-28.7	-7.7%	-5.3%
Cc1ccc(-c2cc(C(=O)Nc3ccccc3C)c3ccccc3n2)o1	-1.4	-4.3%	27.5%	-22.6%	-1.3%	-22.6	9.4%	-2.7%
C#CCn1cnc2c(oc3ccccc32)c1=O	-5.0	10.2%	-1.6%	·	3.9%	-29.1	-15.9%	-7.3%
CN1CCN(c2nc(-c3ccccn3)nc3ccccc23)CC1	4.5	3.6%	0.1%	20.5%	-1.4%	-50.7*	-3.5%	-11.6%
O=C(O)CCCCCNc1nc2ncn(Cc3ccccc3)c2c(=O)[nH]1	-10.0	9.1%	-0.4%	-6.9%	1.1%	-17.9	-19.5%	-2.9%
